High-throughput results: PubChem BioAssay, several laboratories
MCL1 BIM primary – disrupts human MCL1 binding to BIM-BH3 peptide | 320,000 compounds, 0.68% hits | Q07820 | inhibition, % at 10.9 µM | AID 2057 | GST-MCL1 / FITC-Bim-BH3 fluorescence polarization;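 active = inhibition above the mean inhibition of all tested compounds plus 3 SD, set per campaign, cut at about 40% in these data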;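 also: 0% = DMSO wells and 100% = unlabeled Bim-BH3 peptide control; higher means more loss of mP so more displacement of Bim peptide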
Fam108B counter – blocks mouse Fam108B hydrolase in RBBP9 counter-screen; recombinant Fam108B, FP-Rh probe fluorescence polarization; 300,000 compounds, 0.33% hits; inhibition, % at 9.51 µM;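 active = inhibition above the screen mean inhibition plus 3 SD, computed separately per campaign, cut at about 18% in these data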;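 also: inhibitors lower polarization as less probe binds the enzyme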
Bcl-xL primary – Bcl-xL (human) inhibition; inhibition, % at 10.9 µM; Q07817; 320,000 compounds, 0.7% hits; GST-Bcl-xL / FITC-Bim BH3 peptide fluorescence polarization;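 active = inhibition above the mean of all tested compounds plus 3 SD, cutoff set per campaign, cut at about 30% in these data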;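 also: 0% = DMSO wells and 100% = unlabeled Bim-BH3 peptide competitor; inhibitors lower millipolarization by displacing the labeled peptide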
Target sequence (Q07817 whole entry, looked up): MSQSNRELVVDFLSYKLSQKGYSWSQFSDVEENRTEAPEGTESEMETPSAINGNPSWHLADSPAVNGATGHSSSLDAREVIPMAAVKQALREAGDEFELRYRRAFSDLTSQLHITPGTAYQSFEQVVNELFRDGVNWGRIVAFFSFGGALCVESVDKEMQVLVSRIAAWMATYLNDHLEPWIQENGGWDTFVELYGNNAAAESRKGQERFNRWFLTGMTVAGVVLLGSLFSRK
VLA-4 inh – inhibition in a human VLA-4 binding assay; VLA-4 expressing cells, ligand binding flow cytometry; P13612; 330,000 compounds, 0.2% hits; AID 2557; inhibition, % (about 7 µM as worked out from the volumes in the protocol); in the data active = inhibition above about 50%
GRK2 aptamer HTS – blocks RNA aptamer binding to human GRK2 | bead flow cytometry, FAM-aptamer displacement from GRK2 | P25098 | inhibition of aptamer binding, % at 10 µM | 330,000 compounds, 0.59% hits | AID 488847;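 active = inhibition of aptamer binding above 40%, roughly 3 SD of noise, on plates passing a quality check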;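 also: median bead fluorescence of bound FAM aptamer so fluorescent compounds give negative values; no value below 0 was filed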
Target sequence (P25098 whole entry, looked up): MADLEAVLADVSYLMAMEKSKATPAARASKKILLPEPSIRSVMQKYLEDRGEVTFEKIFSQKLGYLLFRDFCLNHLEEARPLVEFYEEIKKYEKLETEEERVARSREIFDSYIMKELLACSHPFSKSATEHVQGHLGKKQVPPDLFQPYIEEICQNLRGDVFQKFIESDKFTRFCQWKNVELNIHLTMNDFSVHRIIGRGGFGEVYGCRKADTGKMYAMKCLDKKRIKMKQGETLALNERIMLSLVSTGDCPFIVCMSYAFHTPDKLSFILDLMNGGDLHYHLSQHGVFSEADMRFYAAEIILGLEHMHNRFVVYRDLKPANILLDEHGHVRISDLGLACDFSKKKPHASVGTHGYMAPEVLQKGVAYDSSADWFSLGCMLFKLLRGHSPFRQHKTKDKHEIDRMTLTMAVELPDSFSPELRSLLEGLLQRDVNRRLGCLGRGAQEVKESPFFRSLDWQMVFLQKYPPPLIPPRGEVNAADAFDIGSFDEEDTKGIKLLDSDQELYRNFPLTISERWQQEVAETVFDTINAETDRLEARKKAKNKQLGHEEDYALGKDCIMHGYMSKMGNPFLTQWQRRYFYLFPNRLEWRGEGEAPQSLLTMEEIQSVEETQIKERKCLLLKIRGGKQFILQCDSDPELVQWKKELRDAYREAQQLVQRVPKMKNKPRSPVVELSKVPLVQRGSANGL
MEX-5 binding – C. elegans MEX-5 TCR-2 RNA binding activity. Q9XUB2. MEX-5/FITC-TCR2 RNA binding, fluorescence polarization; hits give low values. activity score (negative = inhibition of binding), % at 10 µM. 300,000 compounds, 0.38% hits;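 active = inhibition past about -25% in most replicates, and total fluorescence under double the plate's negative control median, limit read from the data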;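 also: 0% = DMSO and -100% = 5 µM competing unlabeled TCR2 RNA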
PME-1 inh – blocks human protein phosphatase methylesterase 1; Q9Y570; recombinant PME-1, FP-Rh probe fluorescence polarization; inhibition, % at 5.9 µM; 320,000 compounds, 0.53% hits; AID 2130;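 active = inhibition above the campaign mean of all compounds plus 3 SD, cut at about 26% in these data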;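 also: competitive labeling of PME-1 active site by serine hydrolase directed probe; 0% = PME-1 with DMSO and 100% = wells lacking PME-1 enzyme; inhibitors block probe labeling so polarization falls and inhibition rises; many of its hits are not listed in these tables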
GLD-1 TGE inh – GLD-1-TGE RNA interaction inhibition (C. elegans); Q17339; purified GLD-1 + fluorescein TGE RNA, fluorescence polarization; inhibition, % at 5.96 µM; 320,000 compounds, 0.44% hits;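 active = percent inhibition above a per-plate cutoff, the plate mean of test compounds plus 3 SD, cut at about 30% in these data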;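 also: 0% = DMSO wells with GLD-1 and probe and 100% = wells lacking GLD-1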
Efflux pump mplx – blocks antifungal efflux pumps in multiplex yeast assay; inhibition, % at 10 µM; S. cerevisiae Candida pump triplex, Nile Red efflux; AID 485275; 330,000 compounds, 0.44% hits;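 active = plate passing quality check with inhibition over a set limit, or well fluorescence over plate mean plus 4 SD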;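 also: Nile Red retained in pooled yeast measured as flow cytometry median fluorescence; 0% = buffer negative control and 100% = Enniatin B positive control; higher means more Nile Red kept so more efflux inhibition; some compounds called inactive have numbers as strong as hits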
* hit, by the source's call; x = not tested or not shown.

SMILES	MCL1 BIM primary	Fam108B counter	Bcl-xL primary	VLA-4 inh	GRK2 aptamer HTS	MEX-5 binding	PME-1 inh	GLD-1 TGE inh	Efflux pump mplx
O=C(Nc1ccc(F)cc1)C1COc2ccccc2O1 (stereo not given)	-2	3	-2	-18	1	1.9	-4	5	0.8
CN(C)c1nc(SCC(=O)Nc2ccc(Cl)c(Cl)c2)nc(N2CCOCC2)n1	-2	2	-2	6	1	-1.1	2	-3	-0.4
Cc1ccc2[nH]c(O)c(N=NC(=O)C(C)n3cnc4ccccc4c3=O)c2c1 (stereo not given)	2	11	-3	-8	7	1.0	-5	-3	0.0
N#Cc1c2c(c(Nc3ccccc3)n3c1nc1ccccc13)CCC2	8	-3	4	-14	2	-0.5	-2	7	0.1
COc1ccc(CSc2nnc(C)n2N)cc1Br	9	1	7	3	3	-1.0	-5	-3	-0.5
O=C(NCCCCCc1nc2ccccc2[nH]1)c1ccccc1Cl	-1	4	1	2	0	-1.1	4	-1	-0.1
CC12CCC(C(N)=O)(C1Br)C2(C)C (stereo not given)	-3	-7	2	2	1	1.1	-6	1	-0.1
CCC(=O)Nc1ccc(N2CCN(C(=O)c3cccs3)CC2)cc1	11	6	6	3	0	-2.8	4	8	0.3
O=C(Nc1ccc(-n2cc(Br)cn2)cc1)c1ccncc1	5	-2	4	1	0	-0.8	-2	-3	0.1
Cc1ccc(N2CC(C(=O)N3CCC(C(=O)NCCCOC(C)C)CC3)CC2=O)cc1 (stereo not given)	4	0	1	15	2	0.2	3	0	-0.1
COc1ccc(CC(=O)N2CCN(c3ccccn3)CC2)cc1	10	-3	10	1	0	1.0	2	-1	0.1
CC1CN(S(=O)(=O)c2cccc(C(=O)Nc3ccc4c(c3)CCC4)c2)CC(C)O1 (stereo not given)	11	1	15	10	0	0.2	4	8	0.2
COc1ccc(/C=C/C(=O)Nc2ccccc2C)cc1S(=O)(=O)N1CCOCC1	-8	-2	-2	-3	0	0.6	0	3	-0.1
O=C(NC1CCCCC1)c1cccs1	-5	5	6	0	0	-2.2	-2	-2	-0.1
COc1ccc(-c2nc(CNS(=O)(=O)c3ccc(OC)c(OC)c3)cs2)cc1	-1	-2	-1	10	84*	1.7	0	-1	-0.1
COC(=O)c1ccccc1NC(=O)COc1ccccc1	7	-1	0	9	1	-1.2	-8	6	0.0
O=C(NCCc1ccc(F)cc1)C1CCCCC1	2	1	0	-3	1	-0.9	1	0	0.0
COc1ccc(S(=O)(=O)N2CCCCCC2)cc1NC(=O)Cc1ccc(OC)c(OC)c1	x	x	x	9	0	x	x	0	0.1
O=C(O)c1csc(-n2nc(-c3ccccc3)cc2C(F)(F)F)n1	6	-1	7	-1	3	-2.4	-1	3	-0.1
CCCCN(CC)Cc1ccc(CNC(=O)Nc2ccc(OC)cc2OC)o1	4	4	5	17	0	3.1	0	3	0.0
Cc1ccc(-c2nc3ncccc3o2)cc1NC(=O)CC(C)C	12	3	6	5	0	x	-4	2	0.2
CSc1ccc(C(=O)N2CCC(CCC(=O)NC3CC3)CC2)cc1	-2	1	5	14	5	1.6	-1	-3	0.5
COc1ccc(C)cc1NC(=O)C(OC(=O)CNC(=O)c1cc(C)cc(C)c1)c1ccccc1 (stereo not given)	8	3	3	7	0	-0.8	2	9	-0.1
CCCCCOC(=O)c1ccccc1C(=O)O	-3	1	4	18	0	2.0	1	-2	0.0
Cc1cccc(NC(=O)C(C)N2C(=O)c3ccccc3S2(=O)=O)n1 (stereo not given)	0	0	3	28	0	1.8	-3	9	0.1
O=C(N/N=C1\CCc2ccccc21)c1ccccc1O	10	-3	2	16	0	-0.3	-8	4	-0.1
CC(C)c1ccc(/C=C/C(=O)NCCC2=CCCCC2)cc1	4	4	0	37	2	0.2	-3	-2	0.6
O=C(COC(=O)Cn1cnc2ccccc2c1=O)Nc1cc(Cl)ccc1[N+](=O)[O-]	7	6	2	-4	0	0.7	1	2	-0.2
COc1ccc(CN2CCNC(=O)C2CC(=O)N(C)Cc2nc(C)cs2)c(OC)c1 (stereo not given)	10	-2	15	-7	0	-0.6	-2	8	0.0
CCOc1ccc(N(C(C)C(=O)N2CCOCC2)S(C)(=O)=O)cc1 (stereo not given)	-8	4	1	10	0	0.9	-4	0	0.0
Cc1c(C(=O)Nc2c(C)n(C)n(-c3ccccc3)c2=O)oc2c(Cl)cccc12	1	4	1	4	4	0.8	1	3	0.0
CCCN(CCO)Cc1ccc2ccccc2c1	2	1	0	19	3	0.0	8	7	0.0
NCC(O)CN1CCN(Cc2ccccc2)CC1 (stereo not given)	-1	5	0	0	3	0.0	-3	3	0.2
CCCC(=O)C1C(=O)CC(C)(C)C(c2cc(C)no2)C1=O (stereo not given)	3	2	6	-1	1	-4.1	2	3	-0.1
N#CCc1ccc(NC(=O)c2cc(S(=O)(=O)N3CCOCC3)ccc2Cl)cc1	-5	-2	0	5	0	0.5	4	-5	0.1
Cc1ccc(S(=O)(=O)NCCc2nnc3ccc(SCc4cccnc4)nn23)cc1	2	-9	5	-1	0	-4.7	-5	-7	0.3
CCCCN1C(=O)NC(NC(=O)C2CC2)(C(F)(F)F)C1=O (stereo not given)	-1	0	-1	2	4	-2.3	3	-1	0.1
N#Cc1cc(N)ccc1Sc1ccccc1	3	-5	1	28	0	2.3	-3	4	0.2
COc1ccc(CNC(=O)COC(=O)Cc2ccsc2)cc1	-7	2	2	9	1	3.3	0	-9	0.6
CC(C)Sc1nnc(CNC(=O)C23CC4CC(CC(C4)C2)C3)n1C1CCCCC1	-4	8	-5	10	3	1.0	-4	3	0.2
CCOC(=O)c1c(C)[nH]c(C(=O)N/N=C/c2ccc(OC)c(OC)c2)c1C	-3	3	7	-5	22	-1.6	-4	2	0.0
COc1ccc(N2CCN(C(=O)CN(c3cccc(Br)c3)S(C)(=O)=O)CC2)cc1	0	2	4	7	0	-3.0	7	2	-0.1
O=C(Nc1ccc(N2CCOCC2)c(Cl)c1)c1ccc(-n2cnnc2)cc1	-1	4	-2	-2	1	0.5	3	2	0.2
O=C(COC(=O)c1ccc(S(=O)(=O)C(F)F)cc1)Nc1ccccc1C(=O)NC1CC1	-4	x	5	5	2	x	6	3	-0.3
Oc1cccc2cc3cccc(O)c3c(O)c12	51*	25*	43*	8	2	-2.4	20	25	-0.2
CCn1c(CCC(=O)Nc2cc(F)ccc2C)nc2cc(S(=O)(=O)N(C)C)ccc21	-4	2	2	3	0	1.7	6	-4	0.7
CCOC(=O)C(=CNc1cc(C)ccc1-n1cccc1)C(=O)OCC	-2	-1	4	2	1	2.6	-2	-5	0.0
CCCc1cc(C(F)(F)F)c(C#N)c(=O)[nH]1	4	0	1	17	1	0.9	-9	6	-0.2
CCCSc1ccccc1C(=O)N1CCN(C(=O)c2ccco2)CC1	12	2	3	-7	12	2.5	6	0	0.0
COc1ccc(C(=O)Nc2ccc(NC(=O)c3cc(OC)c(OC)c(OC)c3)cn2)cc1	1	1	5	-15	0	-1.0	0	5	0.3
CCCc1ccc(S(=O)(=O)NCCc2ccncc2)cc1	-2	2	-2	0	0	0.7	0	5	0.1
COc1cccc(OCCn2cc(C=O)c3ccccc32)c1	-9	0	-2	5	1	-27*	1	9	0.6
Cn1cccc1CNC(=S)Nc1ccccc1Cl	10	-3	6	-14	2	0.1	0	1	0.0
Cc1ccccc1OCCC(=O)OCC(=O)NC1CCCCC1	-5	-2	-5	18	2	-3.0	1	-4	0.1
Cc1cc(C(=O)Cn2nc(C(=O)O)c3ccccc3c2=O)c(C)n1C1CC1	0	0	3	-3	1	-0.2	1	-5	0.1
N#C/C(=C\c1ccc(O)c(O)c1)C(=O)N1CCc2ccccc21	27	6	-2	-8	0	x	3	-12	0.5
Fc1ccc(CSc2nncn2NC/C=C/c2ccccc2)cc1	0	-4	2	5	4	-1.8	3	-4	-0.1
COc1ccc(C(O)P(=O)(OCC(C)C)c2ccc(N(C)C)cc2)c(OC)c1 (stereo not given)	3	-4	4	-4	6	-1.2	-6	-3	0.0
CCCCn1c(N)c(N(CC)C(=O)c2ccc(-c3ccc(Cl)cc3)o2)c(=O)[nH]c1=O	-17	x	-7	6	13	x	-1	5	0.0
O=C(O)/C=C/C(=O)Nc1ccc(-n2ccc(C(F)(F)F)n2)cc1	-6	-1	-3	-1	3	0.1	-4	3	0.1

An excerpt from above in order of count of non-hydrogen atoms, falling:
SMILES	MCL1 BIM primary	Fam108B counter	Bcl-xL primary	VLA-4 inh	GRK2 aptamer HTS	MEX-5 binding	PME-1 inh	GLD-1 TGE inh	Efflux pump mplx
COc1ccc(CN2CCNC(=O)C2CC(=O)N(C)Cc2nc(C)cs2)c(OC)c1 (stereo not given)	10	-2	15	-7	0	-0.6	-2	8	0.0
O=C(COC(=O)Cn1cnc2ccccc2c1=O)Nc1cc(Cl)ccc1[N+](=O)[O-]	7	6	2	-4	0	0.7	1	2	-0.2
N#CCc1ccc(NC(=O)c2cc(S(=O)(=O)N3CCOCC3)ccc2Cl)cc1	-5	-2	0	5	0	0.5	4	-5	0.1
CCOC(=O)C(=CNc1cc(C)ccc1-n1cccc1)C(=O)OCC	-2	-1	4	2	1	2.6	-2	-5	0.0
Fc1ccc(CSc2nncn2NC/C=C/c2ccccc2)cc1	0	-4	2	5	4	-1.8	3	-4	-0.1
Cc1ccc(-c2nc3ncccc3o2)cc1NC(=O)CC(C)C	12	3	6	5	0	x	-4	2	0.2
O=C(Nc1ccc(-n2cc(Br)cn2)cc1)c1ccncc1	5	-2	4	1	0	-0.8	-2	-3	0.1
O=C(N/N=C1\CCc2ccccc21)c1ccccc1O	10	-3	2	16	0	-0.3	-8	4	-0.1
Cn1cccc1CNC(=S)Nc1ccccc1Cl	10	-3	6	-14	2	0.1	0	1	0.0
CCCCCOC(=O)c1ccccc1C(=O)O	-3	1	4	18	0	2.0	1	-2	0.0
CCCc1cc(C(F)(F)F)c(C#N)c(=O)[nH]1	4	0	1	17	1	0.9	-9	6	-0.2

Remaining list, next part
SMILES	MCL1 BIM primary	Fam108B counter	Bcl-xL primary	VLA-4 inh	GRK2 aptamer HTS	MEX-5 binding	PME-1 inh	GLD-1 TGE inh	Efflux pump mplx
O=C(NC1CCCC1)c1ccc(CS(=O)(=O)c2ccc(Cl)cc2)o1	0	-2	-3	2	1	-0.7	0	-3	0.0
Cc1ccc(S(=O)(=O)Nc2ccc3c(c2)CCC3)cc1C	6	-1	1	24	1	-2.1	5	0	-0.8
COc1ccc(/C=N/NC(=O)c2cccc(OC(F)(F)C(F)F)c2)cc1O	0	-2	1	20	0	2.0	-2	-1	0.3
O=[N+]([O-])c1cc(Cl)cc(/C=N/NC(=S)Nc2ccc(S(=O)(=O)N3CCOCC3)cc2)c1O	31	39*	17	7	0	-3.1	19	-6	0.4
O=C(Nc1ccc([N+](=O)[O-])c(NC(=O)c2cccnc2)c1)c1cccnc1	6	-2	-3	-2	2	-1.3	8	2	-0.1
COC(=O)c1ccc(NS(=O)(=O)c2ccc(-c3cc(C)no3)s2)cc1	-5	0	-13	17	3	-0.1	4	7	-0.1

Some of the compounds tested, so the mix of outcomes need not match the whole.
